High-throughput results as filed in PubChem.
DT40 TDP1 CPT: growth inhibition of DT40 Tdp1-/-;hTDP1 cells with camptothecin (screen for TDP1 inhibitors); Potency, µM (titrated, usually from 46.2 µM), without a hit: top-dose activity change, negative = growth inhibition, actives largely listed as inhibitors; actives 12% (n = 420,000); AID 686979; chicken DT40 Tdp1-/-;hTDP1 cells + 20 nM CPT, ATP luminescence, 48 h; note: nearly all actives have a fitted effect of over 55% in size
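Chicken DT40 Tdp1-/- cells stably complemented with human TDP1 were seeded at 400 cells/well in medium containing 20 nM camptothecin, exposed to pin-transferred compounds, and grown at 37 °C for at least 48 hr. Viability was read as ATP luminescence.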
KAT2A inh: GCN5L2 (KAT2A) acetyltransferase inhibition; Q92830; GCN5L2 HAT assay, ThioGlo1 CoA-SH fluorescence; Potency, µM (series often up to 58.9 µM), inactives show at the top dose activity change, negative = inhibition, actives largely listed as inhibitors; actives 0.21% (n = 390,000); AID 504327
Target sequence (Q92830 whole entry, looked up): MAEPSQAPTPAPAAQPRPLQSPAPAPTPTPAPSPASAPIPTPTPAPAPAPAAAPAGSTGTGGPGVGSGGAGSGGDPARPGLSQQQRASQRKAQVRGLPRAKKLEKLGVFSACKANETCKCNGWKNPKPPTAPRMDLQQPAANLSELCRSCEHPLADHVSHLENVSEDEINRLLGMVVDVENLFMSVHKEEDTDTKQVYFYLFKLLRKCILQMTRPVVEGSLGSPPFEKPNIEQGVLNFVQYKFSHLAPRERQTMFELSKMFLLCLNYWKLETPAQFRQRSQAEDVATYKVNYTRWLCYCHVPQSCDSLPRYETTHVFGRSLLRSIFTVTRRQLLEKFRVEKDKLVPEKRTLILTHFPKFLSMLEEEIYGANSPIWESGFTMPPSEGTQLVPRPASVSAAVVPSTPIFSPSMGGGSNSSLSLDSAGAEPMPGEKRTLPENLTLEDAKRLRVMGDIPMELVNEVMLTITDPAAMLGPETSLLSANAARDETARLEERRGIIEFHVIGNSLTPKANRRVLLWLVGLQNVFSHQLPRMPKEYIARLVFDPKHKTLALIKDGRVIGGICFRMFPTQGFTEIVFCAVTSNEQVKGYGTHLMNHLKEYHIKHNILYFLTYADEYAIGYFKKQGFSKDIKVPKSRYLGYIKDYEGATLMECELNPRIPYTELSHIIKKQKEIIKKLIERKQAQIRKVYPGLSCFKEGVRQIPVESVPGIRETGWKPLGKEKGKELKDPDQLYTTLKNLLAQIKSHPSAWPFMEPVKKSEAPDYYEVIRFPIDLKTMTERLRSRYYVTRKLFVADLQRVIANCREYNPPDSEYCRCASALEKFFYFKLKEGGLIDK
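Enzyme at 20nM final was mixed with library compounds for 15 min at room temperature. Peptide H3(1-25) at 75uM, acetyl-CoA at 70uM and ThioGlo1 at 50uM were then added. Plates were read immediately and after 20 min (Ex340nm/Em540nm).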
DT40 TDP1 no CPT: qHTS for Inhibitors of human tyrosyl-DNA phosphodiesterase 1 (TDP1): qHTS in cells in absence of CPT. Potency, µM (series often up to 46.2 µM), for inactives: at the highest dose activity change, negative = growth inhibition, most hits filed as inhibitors. DT40 Tdp1-/- hTDP1 cells, no CPT, ATP luminescence, 48 h. actives 15% (n = 420,000); note: nearly all actives have a fitted effect of over 55% in size
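Luminescent ATP content (CellTiter-Glo) served as the growth readout. Knockout chicken DT40 cells expressing human TDP1 were exposed to compounds without camptothecin for a minimum 48 hr at 37 °C.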
* hit, by the source's call; ? = inconclusive; · = not tested or not shown; [ ] = dose if it differs, or a comment. Calls come from the whole dose curve; as a rule, active = well fitted curve in the direction sought with a large enough effect; inconclusive = small, poorly fitted or top-dose-only effect, or another doubt; inactive = no such curve, though single readings can be large; an effect the other way counts as inactive or inconclusive. % is set by controls: 0 for no effect and ±100 for the full control effect; potency is the fitted concentration of half-maximal effect. The list is partial; the hit share may differ from the screen's.

Start of the data: the first 6 compounds, ahead of the listing:
Sequence of screens – DT40 TDP1 CPT | KAT2A inh | DT40 TDP1 no CPT
> COc1cccc(C2NC(=O)c3n[nH]c(-c4cccs4)c32)c1 (stereo unspecified)
→ ? | -3% | ?
> CCOC(=O)N1CCN(C(=O)c2ccc(CS(=O)c3cccc(C)c3)o2)CC1 (stereo unspecified)
→ -29% | · | 0%
> CCOc1ccccc1OCCCOc1ccc([N+](=O)[O-])cc1Cl
→ -74% | -8% | 23µM*
> CS(=O)(=O)Nc1ccc2c(c1)nc1n2CCOC1
→ 3% | -4% | 11%
> Cc1ncn(-c2ccc(C(=O)Oc3ccccc3)cn2)n1
→ 6% | -9% | -5%
> CC1(C)CNC(=O)C=C(c2ccccc2)C1
→ -16% | -5% | 0%

Results, repeating the preview:
Sequence of screens – DT40 TDP1 CPT | KAT2A inh | DT40 TDP1 no CPT
> COc1cccc(C2NC(=O)c3n[nH]c(-c4cccs4)c32)c1 (stereo unspecified)
→ ? | -3% | ?
> CCOC(=O)N1CCN(C(=O)c2ccc(CS(=O)c3cccc(C)c3)o2)CC1 (stereo unspecified)
→ -29% | · | 0%
> CCOc1ccccc1OCCCOc1ccc([N+](=O)[O-])cc1Cl
→ -74% | -8% | 23µM*
> CS(=O)(=O)Nc1ccc2c(c1)nc1n2CCOC1
→ 3% | -4% | 11%
> Cc1ncn(-c2ccc(C(=O)Oc3ccccc3)cn2)n1
→ 6% | -9% | -5%
> CC1(C)CNC(=O)C=C(c2ccccc2)C1
→ -16% | -5% | 0%
> CC(=O)Nc1ccc(C(=O)N2CCN(S(=O)(=O)c3ccc4c(c3)OCCCO4)CC2)cc1
→ 2% | 1% | -22%
> COc1ccc(NC(=O)c2cc(SC)ccc2Cl)cc1
→ 23µM* | 4% | ?
> CCCCNC(=O)C1c2ccccc2OCC(=O)N1Cc1ccccc1 (stereo unspecified)
→ ? | · | ?
> COc1ccc(S(=O)(=O)Oc2ccc3c(c2)O/C(=C\c2cccnc2)C3=O)cc1
→ ? | ? | 15µM*
> COc1cc(C(=O)NNC2=CC(=O)CC(C)(C)C2)cc(OC)c1OC
→ -4% | 31%[activator] | -12%
> COCCCNC(=O)c1ccc2sc(C3=C[C@@H](O)[C@@H](O)[C@@H](CO)O3)nc2c1
→ 1% | · | -11%
> CCOC(=O)N1CCC(NC(=O)CN2C(=O)CCSc3ccccc32)CC1
→ 1% | -23% | -7%
> COc1ccc(S(=O)(=O)c2cn(C)c3ccc(C)cc3c2=O)cc1
→ -14% | 2% | -29%
> O=C(NC1CCCCC1)c1ccc(CNc2nc(=S)[nH]c3ccccc23)cc1
→ 10% | 0% | -11%
> CCc1cccc(C)c1NC(=O)CN1C(=O)c2cccc3cccc1c23
→ -15% | -2% | -18%
> CCC(=O)N1CCc2cc(Br)cc(S(=O)(=O)CCC(=O)Nc3cccc(C)c3C)c21
→ -7% | 2% | -26%
> COc1ccc(Cn2c(C(=O)O)c(CNCCc3ccccc3Cl)c3ccc(C)cc32)cc1
→ ? | -6% | ?
> COc1ccc2[nH]c3c(c2c1)CCN(C(=O)c1cccc(Cl)c1)C3c1ccc(F)cc1 (stereo unspecified)
→ ? | -3% | ?
> COc1cc(C2CC(=O)NC3=C2C(=O)CC(C)(C)C3)ccc1O (stereo unspecified)
→ 6% | -4% | -28%
> NNC(=O)c1ccc(N2CCc3ccccc32)c([N+](=O)[O-])c1
→ -21% | -1% | ?
> CN(C(=O)COC(=O)CNC(=O)CNC(=O)c1ccc(Cl)cc1Cl)c1ccccc1
→ -20% | -4% | ?
> Brc1ccc(C2=Nn3c(nnc3-c3cccnc3)SC2)s1
→ -21% | -17% | ?
> COc1cc(CN(C(=O)COc2ccccc2Cl)c2ccccn2)cc(OC)c1OC
→ ? | -5% | 18µM*
> O=P(O)(O)c1ccccc1OCCCCCOc1ccccc1P(=O)(O)O
→ -27% | -2% | -8%
> CCOC(=O)C1CCCN(S(=O)(=O)Cc2ccccc2Cl)C1 (stereo unspecified)
→ -1% | -1% | 7%
> CCOC(=O)C1C(C#N)=C(N)OC(C)=C1c1ccncc1 (stereo unspecified)
→ ? | -4% | ?
> COc1ccc(N2CCCn3c2nc2c3c(=O)n(Cc3ccccc3)c(=O)n2C)c(OC)c1
→ 1% | 25% | -14%
> Cc1cccc(C(=O)Nc2c(C(=O)N3CCN(c4ccc(F)cc4)CC3)oc3ccccc23)c1
→ ? | -13% | ?
> CCC(C(=O)NC(C)(C)C)N(C(=O)Cn1nnc(-c2ccccc2F)n1)c1cnc2ccccc2c1 (stereo unspecified)
→ -6% | 0% | -27%
> CC(C)CC(=O)NC(NC(=S)Nc1sc2c(c1C#N)CCCC2)C(Cl)(Cl)Cl (stereo unspecified)
→ 16µM* | -14% | ?
> Cc1onc(-c2c(Cl)cccc2Cl)c1C(=O)Nc1ccc2c(c1)OCCO2
→ ? | 0% | -5%
> C=CCn1c(SC(F)F)nc2scc(-c3ccco3)c2c1=O
→ 9% | -19% | 5%
> CCCCCC(C)n1[nH]c(=O)c2c(C)cc(C)nc21 (stereo unspecified)
→ -29% | -8% | ?
> CCOc1ccc(Cc2nccc3cc(OCC)c(OCC)cc23)cc1OCC
→ 5.8µM* | -24% | 5.8µM*
> O=C(Cn1cnc2c(OCc3ccccc3)ncnc21)NCCc1c[nH]c2ccccc12
→ -15% | 0% | -26%
> Cc1occc1C(=O)NNC(=O)c1ccc(F)cc1
→ -16% | -5% | -4%
> O=C(Nc1ccc(O)c2c(=O)cc(-c3ccccc3Cl)oc12)c1ccc(Cl)cc1Cl
→ ? | -1% | ?
> COCCCn1c(=N)c(C(=O)NCC2CCCO2)cc2c(=O)n3cccc(C)c3nc21 (stereo unspecified)
→ -13% | ? | ?
> O=C(NC1CCCCC1)C(c1ccc(O)cc1)N(C(=O)c1cnccn1)c1cccc(F)c1 (stereo unspecified)
→ -5% | -3% | -21%
> NC(=O)Cn1ccc(O)c(Cc2ccc(Cl)cc2Cl)c1=O
→ -36% | 2% | -3%
> CCN(C[C@H]1N[C@@](C)(C(=O)OC)[C@H]2C(=O)N(C)C(=O)[C@@H]12)C(=O)C1CCCCC1
→ -1% | 1% | -5%
> O=C(NCc1ccc2c(c1)OCO2)c1ccc(CN2CCc3ccccc3C2)cc1
→ 2% | -9% | ?
> O=C(NCc1ccccc1)C(c1ccncc1)N(C(=O)c1ccccn1)c1ccccc1 (stereo unspecified)
→ -5% | 4% | 1%
> CCCCN(C(=S)SC)C1CCS(=O)(=O)C1 (stereo unspecified)
→ 9% | 0% | -17%
> Cc1ccc(S(=O)(=O)N(C)C)cc1NC(=O)COC(=O)CSc1ccccc1
→ 8% | -1% | -4%
> O=C(O)c1ccc(Nc2nc(-c3ccccc3)c3cc(Br)ccc3n2)cc1
→ 1% | -3% | -23%
> CCC(=O)NC(=S)NNC(=O)c1ccccc1[N+](=O)[O-]
→ 1% | 25µM* | 1%
> COc1ccc(C2CC(c3ccccc3)=NN2C(=S)Nc2ccccc2)cc1 (stereo unspecified)
→ ? | 0% | ?
> CCn1c(COc2cc(C)cc(C)c2)nnc1SCC(=O)N1CCN(c2ccccc2)CC1
→ ? | 0% | ?
> Cn1c(CCN2CCN(c3ccccn3)CC2)nc2cc(NS(=O)(=O)c3ccc(Cl)cc3)ccc21
→ ? | -12% | ?
> CC1=C(C)C(OCCBr)N(c2cc(O)c(Cl)cc2F)C1=O (stereo unspecified)
→ -2% | -16% | -10%
> C=CCN(CC=C)C(=O)C[n+]1ccc(C(N)=O)cc1
→ 3% | -1% | -3%
> O=S(=O)(c1cccs1)N1CCN(c2ccccc2)CC1
→ -3% | -3% | -3%
> O=C(NCC(c1ccco1)N1CCN(c2ccccc2)CC1)c1cccs1 (stereo unspecified)
→ -2% | -7% | -29%
> O=C(C1CC12CCCC2)N1CCC(CO)(Cc2ccccc2Cl)CC1 (stereo unspecified)
→ -28% | -24% | -30%
> CC(=Nc1ccccc1)C1=C(O)C(CC(C)C)NC1=O (stereo unspecified)
→ -12% | · | -3%
> CCCn1cc(S(=O)(=O)c2cccc(Cl)c2)c(=O)c2cc(F)c(N3CCOCC3)cc21
→ ? | -4% | ?
> COc1cccc(C(C(=O)NC2CCCCC2)N(C(=O)c2ccco2)c2ccccc2OC)c1 (stereo unspecified)
→ ? | -3% | 12µM*
> Cc1ccccc1-n1c(O)c(/C=N/N2CCCCC2c2cccnc2)c(=O)[nH]c1=O (stereo unspecified)
→ -4% | -1% | 16%

Later entries:
Sequence of screens – DT40 TDP1 CPT | KAT2A inh | DT40 TDP1 no CPT
> COc1ccc(Cl)cc1CNCCSc1nnnn1-c1ccccc1
→ ? | -7% | ?
> COC(=O)CSc1nc2c(c(-c3ccco3)c1C#N)CCCC2
→ -19% | ? | -11%
> CC(=O)c1c(C)oc2ccc(N(C(=O)Oc3ccccc3)S(=O)(=O)c3ccc(Br)cc3)cc12
→ -8% | 4% | 22%
> CC1=NOC(=O)/C1=C\c1ccc(-c2cc(Cl)ccc2Cl)o1
→ ? | -23% | ?
> CC(c1ccccc1)n1c(CO)nc2ccccc21 (stereo unspecified)
→ ? | -3% | ?
> Cc1cc(NC(=O)c2cccnc2)ccc1NC(=O)c1cc2ccccc2o1
→ 13µM* | -22% | 10µM*
> CCN1CCN(c2ncc(C(=O)Nc3cc(Cl)c(OC)cc3OC)c3ccccc23)CC1
→ ? | -1% | 21µM*
> COC(=O)Nc1nnc(COc2cccc(C)c2)s1
→ 6% | -10% | -19%
> CCc1ccc(NC(=O)CCS(=O)(=O)c2ccc(Cl)cc2)cc1
→ ? | -8% | ?
> COc1cccc(C(=O)Nc2cc(NC(=O)c3cccs3)ccc2C)c1
→ -24% | -16% | -19%
> Cc1ccc(C(=O)NCCn2c(C)cc3ccccc32)cc1C
→ 12µM* | 1% | 10µM*
> Cc1nnc2c3ccccc3nc(Nc3ccccc3C(=O)O)n12
→ ? | -12% | ?
> COc1cc(NC(=O)c2cc(-c3ccc(Cl)c(Cl)c3)on2)cc(OC)c1OC
→ 8.2µM* | -16% | ?
> COc1ccccc1N=CC=C1OC(C)(C)C(C)(C)O1
→ 0% | -8% | ?
> C=CCn1c(SCC(=O)Nc2ccccc2C)nnc1-c1ccncc1
→ 5% | 3% | ?
> CC(CCc1ccccc1)NC(=O)C(=O)NCCc1ccccc1 (stereo unspecified)
→ -6% | 0% | -15%
> Cn1c(Cc2ccccc2)nnc1SCC(=O)Nc1ccccc1N1CCOCC1
→ -22% | -3% | -7%
> O=C(Nc1ccc(F)cc1F)N1CCCC(c2nc(-c3ccc(F)cc3)no2)C1 (stereo unspecified)
→ 18µM* | -3% | ?
> CCCCNC(=O)C[C@@H]1C[C@@]2(C(=O)OC)CCCCC=C2N(Cc2ccccc2)C1=O
→ ? | · | ?
> O=C(Cc1ccc([N+](=O)[O-])cc1)NCc1ccncc1
→ 5% | -4% | 0%
> CC(C)CN(C(=O)CSc1nc2ccccc2c(=O)n1C)C1CCS(=O)(=O)C1 (stereo unspecified)
→ 5% | -6% | -1%
> CN(C)CCNc1ncnc2c1ncn2[C@H]1CN(Cc2ccco2)C[C@@H](CO)O1
→ -21% | · | -13%
> Cn1cccc1CC(=O)NNC(=S)NC(=O)c1ccccc1Br
→ -69% | -13% | ?
> CC(=C\c1ccccc1)/C=C1/SC(=S)N(CCC(=O)O)C1=O
→ -2% | 3% | 4%
> O=C(Nc1ccc(N2CCOCC2)c(Cl)c1)c1cc2ccccc2o1
→ 15µM* | -11% | 21µM*
> Cc1ccc2cccc(SCC(=O)N3CCOCC3)c2n1
→ -3% | -5% | -26%
> CN(C)S(=O)(=O)c1cccc(NC(=S)N/N=C/C(=O)c2ccccc2)c1
→ ? | -14% | ?
> CCOC(=O)COn1c(=O)c(-c2ccc(F)cc2)[n+]([O-])c2ccccc21
→ -12% | 2% | 9%
> CC1(c2ccccc2)NC(=O)N(CCN2C(=O)c3ccccc3C2=O)C1=O (stereo unspecified)
→ -29% | 2% | -2%
> OCCN(Cc1ccccc1)CC(O)COc1ccc(-c2ccccc2)cc1 (stereo unspecified)
→ 29µM* | -20% | ?
> CCOc1ccc(N2C(=O)C3CCCN3C2=S)cc1 (stereo unspecified)
→ -3% | -4% | -11%
> OC1(Cc2cc(-c3ccccc3)no2)CCN(CCCc2ccccc2)CC1
→ ? | -13% | ?
> O=C1COc2ccc(C(=O)COC(=O)/C=C/c3ccc(Br)o3)cc2N1
→ -29% | -23% | -25%
> Cc1cccc(Nc2nc(OCC#N)nc(N(C)C)n2)c1
→ 2% | 0% | -21%
